Screening data (PubChem BioAssay)
MEP2-GFP yeast – alters MEP2-GFP fluorescence in TOR pathway yeast screen | S. cerevisiae MEP2-GFP strain, flow cytometry GFP, 3 h; 100% = DMSO control level | GFP response vs DMSO, % at 10 µM | 330,000 compounds, 0.51% hits;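 active = GFP response versus DMSO above a set limit, roughly screen mean plus 3 SD, cut at about 180% in these data; inconclusive = fewer than 70 cells counted for a yeast strain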;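 note: median GFP fluorescence of the barcode-gated MEP2-GFP cells per well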
VLA-4 inh – inhibition in a human VLA-4 binding assay. 330,000 compounds, 0.2% hits. inhibition, % (about 7 µM as worked out from the volumes in the protocol). AID 2557. VLA-4 expressing cells, ligand binding flow cytometry. P13612; in the data active = inhibition above about 50%
LAP4-GFP MLPCN – modulators of TOR pathway LAP4-GFP in S. cerevisiae; S. cerevisiae LAP4-GFP multiplex, flow cytometry GFP, 3 h; median GFP as percent of DMSO wells; 320,000 compounds, 0.34% hits; GFP response vs DMSO, % at 10 µM;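 active = GFP response vs DMSO above a set limit, about the screen mean plus 3 SD, cut at about 150% in these data; inconclusive = under 70 cell events counted for the yeast strain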
GRK2 aptamer HTS – inhibitors of human GRK2 displacing RNA aptamer. 330,000 compounds, 0.59% hits. inhibition of aptamer binding, % at 10 µM. bead flow cytometry, FAM-aptamer displacement from GRK2;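 active = inhibition of aptamer binding above 40%, roughly 3 SD of noise, on plates passing a quality check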;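 note: median bead fluorescence of bound FAM aptamer so fluorescent compounds give negative values; no value below 0 was filed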
Target sequence (P25098 whole entry, looked up): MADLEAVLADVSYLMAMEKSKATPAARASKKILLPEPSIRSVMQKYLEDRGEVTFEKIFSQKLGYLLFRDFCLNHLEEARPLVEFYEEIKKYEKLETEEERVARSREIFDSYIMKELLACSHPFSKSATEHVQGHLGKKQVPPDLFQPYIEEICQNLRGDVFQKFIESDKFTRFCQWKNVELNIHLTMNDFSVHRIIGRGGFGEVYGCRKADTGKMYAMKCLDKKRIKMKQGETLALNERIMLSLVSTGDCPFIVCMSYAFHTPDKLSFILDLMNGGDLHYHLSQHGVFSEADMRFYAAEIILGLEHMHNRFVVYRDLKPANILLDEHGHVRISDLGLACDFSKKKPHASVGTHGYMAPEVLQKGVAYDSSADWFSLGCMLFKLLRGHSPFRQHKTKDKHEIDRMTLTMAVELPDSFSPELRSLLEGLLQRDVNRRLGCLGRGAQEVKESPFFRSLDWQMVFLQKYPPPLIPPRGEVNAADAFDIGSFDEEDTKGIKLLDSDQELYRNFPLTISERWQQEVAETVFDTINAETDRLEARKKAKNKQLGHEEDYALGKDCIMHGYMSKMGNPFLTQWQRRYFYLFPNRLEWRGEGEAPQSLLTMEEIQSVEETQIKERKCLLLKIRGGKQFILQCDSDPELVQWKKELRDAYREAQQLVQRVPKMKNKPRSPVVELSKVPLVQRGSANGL
RPL19A-GFP yeast – yeast TOR pathway RPL19A-GFP modulation; AID 2025; S. cerevisiae RPL19A-GFP strain, flow cytometry, 3 h; stronger effect = lower value; 330,000 compounds, 0.3% hits; percent response vs DMSO, % at 10 µM;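 active = percent response vs DMSO below 50%; inconclusive = fewer than 70 events counted for the yeast strain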;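 note: median channel GFP fluorescence of the barcoded RPL19A-GFP strain; ratio of sample median GFP to plate DMSO average so 100% = DMSO; lower means less RPL19A-GFP as with rapamycin TOR inhibition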
AGP1 TOR yeast – yeast TOR pathway AGP1-GFP modulation. S. cerevisiae AGP1-GFP multiplex flow cytometry, 3 h; GFP as percent of DMSO wells. GFP response vs DMSO, % at 10 µM. 320,000 compounds, 0.02% hits;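 active = GFP response relative to DMSO above a set limit, near screen average plus 3 SD, cut at about 150% in these data; inconclusive = fewer than 70 cells counted for the yeast strain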;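 note: median GFP channel fluorescence of the gated AGP1 strain per well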
GASC-1 inh – inhibitors of human GASC-1 (JMJD2C) demethylase; Q9H3R0; GST-JMJD2C(1-420) H3K9me3 demethylation, DELFIA europium; inhibition, % at 2.35 µM; 330,000 compounds, 0.069% hits; AID 2099;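 active = more than half of a compound's replicate wells show inhibition beyond 50%, single wells judged on their own value; inconclusive = some, but no more than half, of replicates pass 50% inhibition; inactive = no replicate passes 50% inhibition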;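 note: signal counts dimethyl H3K9 product captured on neutravidin plate; 0% = median of DMSO wells and 100% = 0.3 times that DMSO median; strong numbers were not always called active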
Target sequence (Q9H3R0 1-420 limits assumed): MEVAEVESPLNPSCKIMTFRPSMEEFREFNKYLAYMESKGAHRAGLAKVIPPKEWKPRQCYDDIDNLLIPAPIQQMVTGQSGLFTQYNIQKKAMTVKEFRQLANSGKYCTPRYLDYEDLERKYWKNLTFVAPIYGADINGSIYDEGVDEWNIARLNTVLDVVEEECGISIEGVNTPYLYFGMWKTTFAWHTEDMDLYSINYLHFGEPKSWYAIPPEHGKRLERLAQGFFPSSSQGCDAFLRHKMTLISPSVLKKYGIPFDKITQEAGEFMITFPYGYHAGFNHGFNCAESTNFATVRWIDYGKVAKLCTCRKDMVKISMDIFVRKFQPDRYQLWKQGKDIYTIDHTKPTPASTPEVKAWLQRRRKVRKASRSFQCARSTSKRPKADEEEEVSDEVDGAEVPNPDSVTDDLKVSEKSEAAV
CIT2 TOR yeast – alters CIT2-GFP fluorescence in TOR pathway yeast screen | S. cerevisiae CIT2-GFP strain, flow cytometry, 3 h; 100 means same as DMSO wells | GFP response vs DMSO, % at 10 µM | 320,000 compounds, 0.065% hits | AID 2029;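 active = GFP response relative to DMSO above a set limit, near the screen mean plus 3 SD, cut at about 150% in these data; inconclusive = Fewer than 70 cells measured for a yeast strain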;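 note: ratio of well median GFP fluorescence to mean of DMSO wells on the plate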
* hit, by the source's call; ? = inconclusive; · = not tested or not shown; & = joins results of further samples; [ ] = dose if it differs, or a comment.

SMILES	MEP2-GFP yeast	VLA-4 inh	LAP4-GFP MLPCN	GRK2 aptamer HTS	RPL19A-GFP yeast	AGP1 TOR yeast	GASC-1 inh	CIT2 TOR yeast
CCOC(=O)C1=C(C)NC(=O)NC1c1ccc(Br)s1 (stereo not drawn)	105	-2	101	4	101	105	35	111
CCCOP(=O)(c1ccc(N(C)C)cc1)C(Nc1ccccc1)c1ccc(N(C)C)cc1 (stereo not drawn)	97	12	85	1	106	98	-5	95
O=C(O)c1ccccc1NSc1ccccc1[N+](=O)[O-]	89	0	108	9	99	91	23	87
CCOc1ccc(Cl)cc1S(=O)(=O)N1CCCC1	98	3	94	0	95	100	3	90
O[C@H]1c2ccccc2[C@H](Cc2cncs2)[C@@H]1Br	95	0	91	1	95	97	-1	99
CS(=O)(=O)N(CC(=O)NCCSc1ccccn1)c1cccc2ccccc12	97	9	90	3	100	92	-2	100
Clc1ccc(-c2ccnc(-n3cccc3)n2)s1	102	7	97	5	100	103	7	99
CC(=O)Nc1cc(Br)ccc1O	96	9	98	0	101	98	-19	105
CN(CC(=O)Nc1ccccc1Br)C(=O)c1cccn1C	92	9	101	0	97	101	5	89
O=C(Nc1ccccc1)Nc1nc(-c2ccc(F)c(F)c2)cs1	101	3	95	0	98	91	16	90
CCOC(=O)c1sc(NC(=S)NC(=O)C23CC4CC(CC(C4)C2)C3)cc1C	103	15	86	0	99	99	8	96
CCOC(=O)C1CCN(Cc2cccc(OC)c2)CC1	106	0	105	3	102	101	0	107
CC(C)COP(=O)(CNC(=O)CN1C(=O)c2ccccc2S1(=O)=O)OCC(C)C	104	25	93	0	100	98	3	102
CCCNC(=S)N1CC2(C)CN(C(=O)C(=O)OCC)CC(C)(C1)C2=O	100	1	99	0	100	101	-6	99
CCOC(=O)C1(CCOC)CCN(Cc2ccc3nonc3c2)CC1	115	28	115	6	91	119	6	111
O=C(O)CCn1c(-c2ccccn2)nc2ccccc21	95	13	82	27	103	98	2	98
COc1ccc2nc(-c3ccccc3)cc(C(=O)N3CCC3)c2c1	102	0	109	0	98	98	1	88
NS(=O)(=O)c1ccc(NC(=O)COC(=O)c2cc3ccccc3oc2=O)cc1	86	11	97	3	92	94	0	100
CCOc1ccc(CN(C)CC(=O)NCc2ccccc2)cc1	99	0	105	0	103	105	3	102
Cc1ccc(C)c(NC(=O)CCC(=O)N/N=C/c2ccc3c(c2)OCO3)c1	102	3	103	0	101	105	3	99

Random excerpt: six entries already listed, in no set order.
SMILES	MEP2-GFP yeast	VLA-4 inh	LAP4-GFP MLPCN	GRK2 aptamer HTS	RPL19A-GFP yeast	AGP1 TOR yeast	GASC-1 inh	CIT2 TOR yeast
O=C(O)c1ccccc1NSc1ccccc1[N+](=O)[O-]	89	0	108	9	99	91	23	87
CCOC(=O)c1sc(NC(=S)NC(=O)C23CC4CC(CC(C4)C2)C3)cc1C	103	15	86	0	99	99	8	96
CCCOP(=O)(c1ccc(N(C)C)cc1)C(Nc1ccccc1)c1ccc(N(C)C)cc1 (stereo not drawn)	97	12	85	1	106	98	-5	95
O=C(O)CCn1c(-c2ccccn2)nc2ccccc21	95	13	82	27	103	98	2	98
CCOc1ccc(CN(C)CC(=O)NCc2ccccc2)cc1	99	0	105	0	103	105	3	102
CCOC(=O)C1=C(C)NC(=O)NC1c1ccc(Br)s1 (stereo not drawn)	105	-2	101	4	101	105	35	111

Other records follow.
SMILES	MEP2-GFP yeast	VLA-4 inh	LAP4-GFP MLPCN	GRK2 aptamer HTS	RPL19A-GFP yeast	AGP1 TOR yeast	GASC-1 inh	CIT2 TOR yeast
NC(=O)c1ccc(-n2nnnc2SCc2ccccc2)cc1	96	1	98	1	104	102	20	95
COc1ccc(/C(N)=N/OC(=O)Cc2ccccc2[N+](=O)[O-])cc1	91	10	101	1	96	110	3	85
CN(C)CCN[C@H]1CCC2C3CC=C4C[C@@H](O)CC[C@]4(C)C3CC[C@@]21C (stereo partly drawn)	100	5	97	0	102	98	15	95
C[C@H]1COC(=O)[C@H](CC(=O)OC(C)(C)C)C/C=C\C[C@@H](CC(=O)N(CCO)Cc2ccccc2)C(=O)N1	100	21	105	0	96	101	2	96
Cc1cccc(N2CCN(C(=O)CN(C)S(=O)(=O)c3ccc4c(c3)CCC(=O)N4)CC2)c1C	111	-7	102	2	99	98	9	90
COc1cc(C2C3=C(Nc4nc(N)[nH]c(=O)c42)c2ccccc2C3=O)ccc1O (stereo not drawn)	107	1	110	7	103	107	-1	100
CC(=O)Nc1ccc(NC(=O)Cn2nc(C(=O)Nc3ccc(C)cc3)ccc2=O)cc1	100	3	95	0	97	105	13	96
Cn1c(N)c(C(=O)COC(=O)CN2C(=O)c3ccccc3C2=O)c(=O)n(C)c1=O	101	12	87	4	103	101	0	108
Cc1ccc2cc(CN(CC3CCCO3)S(=O)(=O)c3cccc4nsnc34)c(=O)[nH]c2c1 (stereo not drawn)	101	-5	98	0	96	108	-7&-13	105
CC1CCCN(C(=S)Nc2ccc(Nc3ccccc3)cc2)C1 (stereo not drawn)	94	5	111	0	96	97	-22	83
COc1ccc(-c2noc(-c3ccccc3C(=O)NCc3ccco3)n2)cc1	103	-1	109	0	101	104	8	100
Cc1cc2c(cc(C(=O)OC(C(=O)NC3CCCCC3)C(C)C)n2C)o1 (stereo not drawn)	100	-9	100	0	95	96	-10	94
O=C(NCCc1ccccc1)C(c1ccccc1F)N(C(=O)c1csnn1)C1CC1 (stereo not drawn)	217*[may fluoresce violet]	0	62[may fluoresce violet]	0	38*[may fluoresce violet]	?	13	?
COc1ccc(C(=O)N[C@H](C(=O)NCCc2ccc3c(c2)OCCO3)C(C)C)cc1	95	4	91	0	94	94	-12	88
CC(=O)NC(CC(=O)NC1CCCCCC1)c1ccccc1 (stereo not drawn)	103	4	96	1	100	102	13	100
Cc1cc(C)c(S(=O)(=O)/N=C2\C=CC(=O)C(Cl)=C2)c(C)c1	97	-2	107	0	105	107	2	113
CCN(CC(=O)Nc1ccc(NC(C)=O)cc1)C(=O)c1cc(-c2ccccc2)nn1-c1ccccc1	97	13	112	0	103	109	31	92
CCNC(=O)NC(=O)CSc1ccc(NC(C)=O)cc1	105	6	102	0	103	100	0	101
O=C(NCc1ccc(F)cc1)c1cccnc1	108	-1	90	0	108	107	4	108
COc1cc(C(=O)COC(=O)C2CC2(Cl)Cl)cc(OC)c1OC (stereo not drawn)	99	0	88	3	102	102	3	105
O=C(CCNS(=O)(=O)c1ccc(OC(F)(F)F)cc1)NC1CC1	104	-3	98	0	93	98	1	90
COc1ccc(CCNC(=O)CN(C)S(=O)(=O)c2cccc3nsnc23)cc1OC	100	-1	101	0	100	97	3	100
COc1ccc(-c2noc(CNC(=O)C(C)Oc3ccccc3)n2)cc1 (stereo not drawn)	100	3	100	0	102	95	4	89
CCC1=NN(C(=O)c2ccccc2Br)C(O)(c2ccc(Br)cc2)C1 (stereo not drawn)	100	16	94	0	98	97	-8	99
CC(C)CCOc1ccccc1C(N)=O	105	4	93	2	105	98	-19	96
CCOc1cc(/C=C2\COc3ccccc3C2=O)cc(Br)c1OCC(=O)N(C)C	95	20	121	9	97	92	8	93
O=C(c1ccc(Br)cc1)N1CCN(Cc2ccccc2)CC1	109	3	94	0	109	104	-7	107
COc1cccc(C(=O)/C=C/Nc2ccc(NC(C)=O)cc2)c1	96	-2	89	5	103	93	1	97
CC(C)Cc1nc(SCC(=O)N2CCCCC2)c2c(=O)n(C)c(=O)n(C)c2n1	120	1	75	1	100	89	-3	·
C[C@H](CO)N1C[C@H](C)[C@@H](CN(C)C(=O)NC2CCCCC2)Oc2c(NS(=O)(=O)c3cn(C)cn3)cccc2C1=O	99	-11	102	2	97	100	-9	91
COc1ccc(/C=N\NC(=O)c2ccccc2)cc1COc1ccccc1	89	10	95	7	102	103	8	98
Cc1ccc(NC(=O)c2ccc(NCCN)c([N+](=O)[O-])c2)cc1	101	15	84	0	100	92	-6	98
COc1ccc(-c2cc(C(=O)N3CCCC3)no2)cc1OC	106	1	94	3	98	97	-3	95
COc1ccc(/C(C)=N/NC(=O)CNC(=O)c2cccnc2)c(OC)c1	99	20	85	2	99	76	-37	88
CCC(CC)c1nnc(NS(=O)(=O)Cc2ccccc2)s1	113	11	103	2	105	110	6	103
COc1cc(CCCN2C(=O)C(=O)NC[C@@H]2CCCCN)cc(OC)c1OC	98	3	98	2	100	103	4	97
CC(=O)NN1C(=O)/C(=C\c2ccc(C)cc2)SC1=S	106	10	98	0	93	93	1	93
COc1cccc(NC(=O)COC(=O)C2CC(=O)N(c3ccc(C)cc3)C2)c1 (stereo not drawn)	100	13	101	0	103	105	·	107
Cc1ccc2nc(SCC(=O)N(C)C3CCS(=O)(=O)C3)[nH]c2c1 (stereo not drawn)	92	-3	92	0	90	90	8	86
COc1ccc(OC)c(C2CC(=O)c3c([nH]c(C(=O)OCC4CCCO4)c3C)C2)c1 (stereo not drawn)	107	-9	105	3	104	106	-3	102
C/C(=N/NC(=O)CN1CCN(Cc2ccccc2)CC1)c1ccc([N+](=O)[O-])cc1	116	2	97	1	93	93	5	94
COc1cc(C(=O)NCc2ccc(S(N)(=O)=O)cc2)ccc1OCC(=O)N1CCOCC1	99	43	97	0	93	99	5	95
O=C1NC(=O)C2C1C(c1cccs1)NN2Cc1ccccc1 (stereo not drawn)	96	3	94	1	98	90	5	93
CS(=O)(=O)N1N=C(c2ccccc2)CC1c1ccc2nccnc2c1 (stereo not drawn)	103	-10	102	0	101	107	11	101
C/C(=N\Nc1c(Cl)c(Cl)nc(C(=O)O)c1Cl)c1ccc(O)cc1	99	-4	105	1	98	100	7	104
CCCN1C(=O)C2(SC(NC(C)=O)=NN2C(C)=O)c2cc(C)ccc21 (stereo not drawn)	102	9	107	0	99	104	79	103
O=C(NC1CCCCC1)C(=O)c1c(-c2ccccc2)[nH]c2ccccc12	95	26	97	3	106	104	13	100
Cc1ccsc1/C=N/NC(=O)Cn1nc(C)c([N+](=O)[O-])c1C	99	3	101	1	92	100	7	99
COc1cccc(-c2noc(CCCC(=O)N3CCOCC3)n2)c1	112	7	108	0	104	119	4	106
CSc1nc(-c2ccc(C)cc2)[nH]c1S(=O)(=O)c1ccccc1	88	-3	·	1	93	90	-7	92
Cc1ccc(OCCn2cc(/C=C3\C(=O)NN(c4ccccc4)C3=O)c3ccccc32)cc1	101	15	104	0	99	101	13	91
CCOC(=O)C1=C(C)NC(SCC(=O)O)=NC1c1ccccc1 (stereo not drawn)	93	-5	92	0	92	91	-8	87
O=C(O)CCc1nc2cc3ccccc3cc2[nH]1	98	16	111	0	92	104	-7	92
CCn1ccc(C(=O)N2CCN(c3ncccn3)CC2)n1	103	8	97	0	102	101	10	98
CN1CCN(C(=O)c2cc3nc(-c4ccc(F)cc4)cc(C(F)(F)F)n3n2)CC1	105	7	99	0	97	106	-3	110
O=C(CSc1n[nH]c(-c2cccnc2)n1)Nc1ccccc1[N+](=O)[O-]	109	4	98	0	102	101	-4	100
Cc1ccc(NC(=O)COC(=O)C2(CC(=O)NC(C)(C)C)CCCC2)cc1C	102	6	92	20	99	96	-2	98
OCC1(Cc2cccc(C(F)(F)F)c2)CCN(Cc2cc3ccccc3o2)CC1	97	13	91	0	102	106	0	102
COc1ccc(N2CCN(CCNC(=O)c3ccc4c(c3)[nH]c(=S)n3c5ccccc5nc43)CC2)cc1	102	18	104	0	98	106	-4	101
CC1=Nc2cc(C(=O)NCCCOC(C)C)ccc2Sc2ccccc21	102	-2	103	0	102	108	-14	104
